Screening data (PubChem BioAssay)
NOD1 NF-kB reporter: NOD1 signaling inhibitors, primary screen, cell-based, luminescence, uHTS (AID 1578); NOD1-driven NF-kB luciferase reporter cells, luminescence; higher % means a stronger effect; actives 1% (n = 290,000); inhibition, % at 4 µM, or EC50 in µM where a hit was titrated; in the data active = inhibition mostly above about 36%, no sharp cut-off; inactive = mostly below about 34%;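 also: HEK-293T reporter cells stimulated with the NOD1 agonist gamma-tri-DAP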
Ins promoter up: insulin promoter activators in MIN6 cells, imaging, high-content screening, mouse beta cells. actives 0.3% (n = 190,000). AID 1625, 2009. MIN6 insulin promoter-GFP reporter; hits give high values. z-score at 5 µM;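 active = z-score above 3 at 5 µM with at least 500 cells counted in the well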
P. falciparum M17LAP: P. falciparum M17LAP inhibitors, primary screen, biochemical, fluorogenic H-Leu-NHMec substrate, 1536-well (AID 1619). Leucine aminopeptidase (Plasmodium falciparum (isolate 3D7)). recombinant M17LAP, H-Leu-NHMec fluorogenic kinetic assay; higher % means a stronger effect. one-dose inhibition, % at 30 µM; IC50 in µM for titrated hits. actives 0.38% (n = 220,000);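 active = compound inhibiting the enzyme by more than half at any dose during confirmatory dose-response retesting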;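 also: plate controls were full reaction with DMSO carrier for no effect and no enzyme background for full effect; strong numbers were not always called active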
Dynein cargo inh: inhibitors of GR-EGFP nuclear translocation, primary screen, dynein cargo transport inhibitor project, imaging, high-content, 3617.4 mouse cells; actives 0.47% (n = 220,000); test concentration mostly 20 µM; stimulated with dexamethasone, 1 µM; hits give low values; z-score, hits read low; AID 1381, 2008;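 active = plate z-score of nuclear minus cytoplasmic receptor signal below a set negative limit, without overly bright fluorescence or cell loss, cut at about -3.5 in these data, passing the limit was not always enough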;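 also: z-score of nuclear minus cytoplasmic ring GR-EGFP intensity difference per well; some compounds called inactive have numbers as strong as hits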
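medium = tetracycline-free induction medium containing charcoal-stripped FBS | also added = 1.0 µM final dexamethasone stimulus | schedule = 48 h induction, 1 h compound, 30 min dex at 37 °C | technique = fixed, Hoechst-stained cells imaged at 10x for EGFP | measure = GR-EGFP nuclear translocation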
HEK293 NOD2/NF-kB: NOD2 signaling inhibitors, cell-based, luminescence, uHTS, HEK293 (AID 1566); HEK293 NOD2/NF-kB luciferase reporter, luminescence; higher % means a stronger effect; inhibition, % at 4 µM, or EC50 in µM where a hit was titrated; actives 0.63% (n = 290,000); in the data active = inhibition above about 50%; also: many of its hits are not listed in these tables
bCat nuc transl: modulators of beta-catenin nuclear translocation, primary screen, imaging, HeLa cells, immunofluorescence, high-content. nuclear translocation activity, % at 5 µM. actives 0.3% (n = 190,000);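 active = nuclear translocation activity above 50% at 5 µM, with a well cell count of 50 or more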;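 also: per-cell ratio of nuclear to cytoplasmic median beta-catenin stain intensity; plate controls were DMSO negative control for no effect and GSK-3 inhibitor IX positive control for full effect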
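Test system: human HeLa cells, endogenous beta-catenin. Times: 24 h compound exposure, 37°C. Measured by: beta-catenin immunofluorescence imaging with DAPI.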
MT stabilize HCS: microtubule stabilizers in HeLa cells, primary screen, imaging, high-content imaging; HeLa tubulin immunostaining HCS, 24 h; share of cells brighter than vehicle mean+2SD; % tubulin-high responders, % at 10 µM; actives 0.83% (n = 200,000); AID 2205, 2009;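 active = plate Z-score above 3 for both tubulin-high and condensed-nucleus cell shares, with cell loss under 80%, at 10 µM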;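 also: anti alpha tubulin signal scored within the nucleus-defined area of each cell; some results filed as inactive read as strong as hits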
Yfh1-off respiration: enhancers of respiration in Yfh1-depleted yeast, dose response, Friedreich's ataxia, plus single-dose screen (AID 1465) | fold induction at 50 µM, or EC50 in µM where a hit was titrated | actives 0.074% (n = 220,000) | S. cerevisiae Yfh1-off respiration, WST-1 reduction, 72 h; higher fold induction means a stronger effect;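 active = fold induction of absorbance versus untreated yeast above a set limit, then at least 30% activation at any dose in follow-up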;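 also: activators that raise dye reduction in frataxin-depleted yeast; strong numbers were not always called active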
Autophagy HCS: autophagy modulators in MEF cells, primary screen, imaging, high-content, MEF GFP-LC3; MEF GFP-LC3 puncta imaging; test concentration mostly 10 µM; calls only at 10 µM (by protocol); actives 0.98% (n = 190,000);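 active = percentage of spot-positive cells more than 3 SD above its plate mean, without a fluorescence outlier flag or 80% toxicity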;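 also: spot-positive cell cutoff set from DMSO-treated cells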
Dynein cargo inh cytoplasmic EGFP: further read-out of Dynein cargo inh, marked with its call; z-score; measured here: cytoplasmic GR-EGFP intensity; hits give high values
Dynein cargo inh nuclear GR-EGFP: recorded beside Dynein cargo inh, whose call it bears; z-score; measured here: nuclear GR-EGFP intensity;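 lower value marks the stronger effect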
Dynein cargo inh cell count: further read-out of Dynein cargo inh, marked with its call; z-score; measured here: cell count per field
Ins promoter up cell count: recorded beside Ins promoter up, whose call it bears; cell count; measured here: cytotoxicity, nuclei count;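 total cells summed across four imaged fields per well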
bCat nuc transl cell count 5 µM: further read-out of bCat nuc transl, marked with its call; cell count; measured here: cell count, cytotoxicity flag
MT stabilize HCS Hoechst-high %: also measured in MT stabilize HCS; calls as there; % Hoechst-high responders; measured here: nuclear condensation Hoechst responders;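 share of cells brighter than vehicle mean plus two SD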
MT stabilize HCS cytotoxicity %: second read-out of MT stabilize HCS, no call of its own (marks repeat the call); toxicity, %; measured here: cytotoxicity by cell density;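 0% = mean cell density of plate MIN control wells and 100% = no cells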
Autophagy HCS cell loss 18 h: second read-out of Autophagy HCS, no call of its own (marks repeat the call); toxicity, %; measured here: cell loss, nuclei count;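 cell loss after 18 h compound exposure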
Starred values were filed as active, the others as inactive; i = inactive; · = no result given; + = active, no number. This is a subset (hit frequency here may not be typical).

SMILES | NOD1 NF-kB reporter | Ins promoter up | Ins promoter up cell count | P. falciparum M17LAP | Dynein cargo inh | Dynein cargo inh cytoplasmic EGFP | Dynein cargo inh nuclear GR-EGFP | Dynein cargo inh cell count | HEK293 NOD2/NF-kB | bCat nuc transl | bCat nuc transl cell count 5 µM | MT stabilize HCS | MT stabilize HCS Hoechst-high % | MT stabilize HCS cytotoxicity % | Yfh1-off respiration | Autophagy HCS | Autophagy HCS cell loss 18 h
CC1CC(C)CN(CCCNC(=O)c2cc3c(=O)[nH]c4ccccc4c3n2C)C1 (stereo not given) | -26% | -0.22 | 1186 | -4% | -0.044 | -0.28 | 0.03 | 0.55 | 3% | -0.7 | 1150 | 4.4 | 2.2 | 4.9 | i | i | 18
COc1cccc(C2CC(c3cccc(Br)c3)n3nc(N)nc3N2)c1 (stereo not given) | -12% | 1.5 | 2033 | -3% | -0.68 | -0.16 | -0.019 | 0.91 | 9% | 2.1 | 1113 | 6.5 | 2.8 | 8.7 | i | i | 15
O=C(Cc1c(F)cccc1Cl)Nc1ncc([N+](=O)[O-])s1 | -39% | 0.28 | 1547 | 1% | 0.43 | -0.29 | 0.91 | -1 | -53% | -1.3 | 993 | 4.9 | 1.4 | 25 | i | i | 16
CC(=O)Nc1ccc(S(=O)(=O)N2C(=O)c3cccc4cccc2c34)cc1 | -1% | 1.8 | 1026 | · | 0.44 | -0.78 | 0.045 | -0.47 | 12% | 1.7 | 1370 | · | · | · | i | · | ·
COc1cc(NC(=O)CCNS(=O)(=O)c2ccc3c(c2)CCC(=O)N3)cc(OC)c1 | -20% | 0.89 | 1137 | -1% | -0.85 | -0.26 | 0.32 | 0.0017 | 6% | -2.7 | 479 | 2.1 | 1.7 | 3.7 | i | i | 24
Cc1c(-n2c(SCC(=O)O)nnc2-c2ccccc2Br)c(=O)n(-c2ccccc2)n1C | -6% | 0.29 | 1061 | · | -0.11 | -0.11 | -0.2 | -0.63 | 4% | 0.8 | 1370 | · | · | · | i | · | ·
Cc1cccc(NCc2ccccc2O)n1 | 3% | 1.7 | 1371 | -5% | -0.032 | -0.16 | 0.18 | 0.038 | -5% | -5.0 | 729 | 4.6 | 2.9 | 6.3 | i | i | -3
CCOC(=O)c1cnn(-c2nc(SC)nc3sc4c(c23)CCC4)c1N | 6% | 0.88 | 1227 | 6% | -1 | -0.27 | -0.22 | 0.56 | -3% | 0.4 | 917 | 3.3 | 1.8 | 3.7 | i | i | 9
COC(=O)COc1ccc(S(=O)(=O)N2CCOCC2)cc1C | -19% | 0.28 | 1281 | 2% | 0.086 | -0.03 | 0.4 | 2.4 | 6% | · | · | 3.7 | 1.6 | 7.6 | i | i | -4
CCC(=O)N1N=C2CC(C)(C)OCC2C1c1ccccc1 (stereo not given) | -25% | -0.41 | 1435 | 0% | 0.35 | -0.21 | 0.4 | -0.14 | 2% | 0.7 | 1093 | 2.0 | 2.6 | 9.1 | i | i | -1
COc1ccc(C2CC2/C(C)=N/OC(=O)c2ccc(F)cc2)cc1 (stereo not given) | -48% | 0.19 | 1184 | -4% | -0.22 | -0.33 | -0.41 | 0.07 | 4% | -0.4 | 1097 | 5.0 | 0.7 | 4.8 | i | i | 11
Cc1ncc([N+](=O)[O-])n1Cc1ccccc1F | -29% | · | · | 11% | -1.1 | -0.25 | -0.28 | 0.88 | 1% | -0.2 | 1550 | 1.2 | 1.2 | 2.7 | i | i | 8
CS(=O)(=O)Nc1cccc(C(=O)CC2(O)C(=O)Nc3ccccc32)c1 (stereo not given) | 4% | 0.7 | 1090 | 1% | -0.28 | -0.19 | 0.022 | 0.1 | 5% | -6.3 | 883 | 2.0 | 2.0 | 13 | i | i | 36
CCOc1ccc(-n2nc3c(=O)[nH]nc(C)c3c2C)cc1 | -20% | -0.09 | 1390 | 15% | -0.48 | -0.35 | -0.71 | 0.81 | 15% | 1.0 | 965 | 3.1 | 3.1 | 5.3 | i | i | -1
Cc1[nH]c2ccccc2c1N=Nc1ccccc1F | -25% | 0.45 | 1226 | 1% | 0.51 | -0.32 | 0.51 | 0.49 | 0% | -0.5 | 1117 | 3.9 | 4.3 | 4.2 | i | i | -4
Cn1cc(NC(=O)Nc2ccc(C(F)(F)F)cc2)c(C(F)(F)F)n1 | -2% | -0.95 | 967 | -11% | 0.61 | -0.2 | 0.26 | -0.17 | 6% | -0.5 | 1319 | · | · | · | i | · | ·
O=C(OCc1ccc2c(c1)OCO2)c1ccc(S(=O)(=O)N2CCCC2)cc1 | 5% | 0.52 | 1267 | -9% | -0.69 | -0.27 | -0.53 | -0.26 | 2% | · | · | 4.0 | 1.9 | 5.4 | i | i | -6
COc1cccc(C(=O)CN(C(=O)c2ccc(Cl)c(Cl)c2)N2C(=O)C3CCCCC3C2=O)c1 (stereo not given) | 16% | · | · | -4% | -0.054 | 0.4 | 0.35 | -0.32 | 18% | · | · | 1.8 | 0.9 | 4.4 | i | i | -4
CCOc1ccc(NC(=O)c2cnsn2)cc1 | -6% | -0.78 | 1133 | 9% | -0.84 | -0.24 | -0.2 | 0.81 | -73% | · | · | 3.1 | 1.8 | 3.2 | i | i | -3
NC(=O)NOCc1cccc(Cl)c1 | -12% | 0.17 | 1535 | -6% | -0.53 | -0.29 | -0.15 | 0.42 | -3% | -0.2 | 1473 | 5.2 | 1.8 | 3.8 | i | i | 9

Given in CSV form: entries from further up.
Molecule,NOD1 NF-kB reporter,Ins promoter up,Ins promoter up cell count,P. falciparum M17LAP,Dynein cargo inh,Dynein cargo inh cytoplasmic EGFP,Dynein cargo inh nuclear GR-EGFP,Dynein cargo inh cell count,HEK293 NOD2/NF-kB,bCat nuc transl,bCat nuc transl cell count 5 µM,MT stabilize HCS,MT stabilize HCS Hoechst-high %,MT stabilize HCS cytotoxicity %,Yfh1-off respiration,Autophagy HCS,Autophagy HCS cell loss 18 h
Cc1ncc([N+](=O)[O-])n1Cc1ccccc1F,-29%,·,·,11%,-1.1,-0.25,-0.28,0.88,1%,-0.2,1550,1.2,1.2,2.7,i,i,8
CS(=O)(=O)Nc1cccc(C(=O)CC2(O)C(=O)Nc3ccccc32)c1 (stereo not given),4%,0.7,1090,1%,-0.28,-0.19,0.022,0.1,5%,-6.3,883,2.0,2.0,13,i,i,36
CCOc1ccc(-n2nc3c(=O)[nH]nc(C)c3c2C)cc1,-20%,-0.09,1390,15%,-0.48,-0.35,-0.71,0.81,15%,1.0,965,3.1,3.1,5.3,i,i,-1

New compounds follow
SMILES | NOD1 NF-kB reporter | Ins promoter up | Ins promoter up cell count | P. falciparum M17LAP | Dynein cargo inh | Dynein cargo inh cytoplasmic EGFP | Dynein cargo inh nuclear GR-EGFP | Dynein cargo inh cell count | HEK293 NOD2/NF-kB | bCat nuc transl | bCat nuc transl cell count 5 µM | MT stabilize HCS | MT stabilize HCS Hoechst-high % | MT stabilize HCS cytotoxicity % | Yfh1-off respiration | Autophagy HCS | Autophagy HCS cell loss 18 h
COc1ccc(NC(=S)NC(NC(=O)c2cccc(Cl)c2)C(Cl)(Cl)Cl)c([N+](=O)[O-])c1 (stereo not given) | -20% | · | · | 8% | -0.19 | -0.28 | -0.74 | 1.4 | 2% | 1.6 | 599 | 5.7 | 3.0 | 8.1 | i | + | 16*
COCCNC(=O)CSc1nc2cc(OC)c(OC)cc2c(=O)n1Cc1ccco1 | 24% | 0.1 | 1380 | 3% | -0.47 | -0.19 | -0.37 | 0.35 | 12% | -1.4 | 1312 | 1.1 | 2.1 | 9.9 | i | i | -7
C#CCOCCOCCOCCNc1nc(N2CCN(C(=O)[C@H]([C@@H](C)CC)n3cc([C@@H](N)Cc4ccc(O)cc4)nn3)CC2)nc(N2CCN(C(=O)[C@H](CCCCN)n3cc([C@@H](N)CC(C)C)nn3)CC2)n1 | -2% | 0.3 | 1360 | 6% | -1.5 | -0.25 | -0.58 | 0.61 | 5% | -1.0 | 1117 | 1.1 | 0.5 | 3.7 | · | i | -7
O=C(NN(C(=O)C1CC1)c1nc2ccccc2s1)C1CC1 | 8% | 0.27 | 1209 | -7% | -0.45 | -0.32 | -0.49 | 0.35 | -6% | · | · | 1.7 | 2.7 | 6.1 | i | i | 10
COc1ccc(CN(C(=O)/C=C/c2ccco2)C2CCS(=O)(=O)C2)cc1 (stereo not given) | 5% | -1.1 | 1371 | 20% | -0.34 | 0.25 | -0.13 | 0.084 | 22% | 0.5 | 1284 | · | · | · | i | · | ·
Cc1cccc2cc(C#N)c(SCC(=O)NNC(=O)Cc3ccccc3)nc12 | -7% | · | · | -11% | -1.1 | -0.16 | -0.26 | -0.36 | -37% | · | · | 4.0 | 2.7 | 5.2 | i | i | 23
O=C(O)c1cccc(NS(=O)(=O)c2ccc(C3CCCCC3)cc2)c1 | -6% | 0.05 | 1404 | 0% | 0.91 | -0.24 | 0.55 | -0.39 | -10% | 0.6 | 1459 | 4.6 | 1.9 | 10 | i | i | 16
C/C(=N\NC(=O)c1ccc(CSc2nc(C)cc(C)n2)cc1)C1CCCCC1 | -22% | 0.24 | 1468 | 15% | 0.11 | -0.28 | -0.012 | -0.38 | 6% | · | · | 6.3 | 6.5 | 13 | i | i | 4
Cc1ccc([N+](=O)[O-])cc1NC(=O)Cc1cccs1 | -6% | 0.92 | 1149 | 8% | 1.5 | -0.15 | 1.3 | -1.6 | -9% | -0.6 | 1068 | 1.7 | 1.4 | 0.5 | i | i | 5
C#CCn1cnc2c(cnn2-c2ccc(C)c(C)c2)c1=O | -32% | 0.36 | 1499 | 5% | 1.9 | -0.16 | 1.1 | -0.69 | -73% | -1.1 | 1346 | 2.8 | 2.0 | 18 | i | i | -14
